# Assay outcomes from PubChem.
# RSV CPE inhibition – RSV antiviral activity via CPE protection, HEp-2 cells, primary 10 µM value included (AID 2391) | 310,000 compounds, 0.13% hits | one-dose CPE inhibition, % at 10 µM; IC50 in µM for titrated hits | HEp-2 cells, RSV-induced CPE inhibition; higher % means a stronger effect; in the data active = a potency from the dose series; inconclusive = CPE inhibition mostly from about 23% at the one dose, without a potency; inactive = the rest, 99 in 100 with CPE inhibition below about 21%; note: strong numbers were not always called active
# Large T inhibition – SV40 large T antigen inhibitors, biochemical (AID 1903) | SV40 large T antigen ATPase/helicase inhibition assay; higher % means a stronger effect | inhibition, % at 20 µM, or IC50 in µM where a hit was titrated | 310,000 compounds, 0.39% hits; in the data active = a potency from the dose series; inconclusive = inhibition mostly from about 32% at the one dose, without a potency; inactive = the rest, 99 in 100 with inhibition below about 32%; note: strong numbers were not always called active
# NS5 inhibitors – Dengue-2 NS5 methyltransferase inhibitors, primary screen, biochemical, confirmation dose response (AID 588689) | Genome polyprotein (Dengue virus type 2 (strain 16681-PDK53)) | Dengue-2 NS5 methyltransferase capping enzyme assay, biochemical; higher % means a stronger effect | one-dose inhibition, % at 25 µM; IC50 in µM for titrated hits | 340,000 compounds, 0.3% hits; in the data active = a potency from the dose series; inconclusive = inhibition above about 29% without an active follow-up result
# PhoP inhibition – inhibitors of PhoP regulon expression, primary screen, Salmonella Typhimurium, GFP reporter (AID 1863); 300,000 compounds, 0.16% hits; S. Typhimurium PhoP-regulated promoter GFP reporter, 4 h; higher % means a stronger effect; one-dose inhibition, % at 50 µM; IC50 in µM for titrated hits;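 active = inhibition over 29.93%, a cutoff 3 SD above the screen mean, later confirmed by dose response; inconclusive = inhibition over 29.93% but no dose response follow-up; inactive = inhibition at most 29.93% or unconfirmed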;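 note: 0% = low Mg2+ inducing control and 100% = high Mg2+ repressing control; strong numbers were not always called active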
# MgcRacGAP inhibition – MgcRacGAP GTPase-activating activity inhibitors, confirmation, biochemical, ADP Hunter fluorescence; MgcRacGAP-stimulated Rac1 GTP hydrolysis, ADP Hunter fluorescence; higher % means a stronger effect; GST-tagged Rac1 F28L mutant substrate; inhibition, % at 30 µM, or IC50 in µM where a hit was titrated; 340,000 compounds, 0.6% hits; Rac GTPase-activating protein 1 (Homo sapiens);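 active = first-screen hits whose inhibition reached a set limit at any dose in the follow-up dose series; inconclusive = inhibition above the set first-screen limit but never retested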;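 note: fluorescence reports GDP produced by GAP-driven GTP hydrolysis; strong numbers were not always called active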
# NTR1 agonist – agonists of NTR1, primary screen, imaging, U2OS cells, beta-arrestin-GFP, high content (AID 493036); Neurotensin receptor type 1 (Homo sapiens), P30989; NTR1-U2OS beta-arrestin-GFP spot imaging, agonist mode; activation, % at 20 µM; 330,000 compounds, 0.17% hits;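 active = activation at or above 40% of the spot to cytoplasm intensity ratio, with at least 20 cells analyzed; inconclusive = wells under 20 cells, flagged as cytotoxic or low count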;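 note: 0% = DMSO without peptide and 100% = 100 nM NTR1 peptide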
# Target sequence (P30989 whole entry, looked up): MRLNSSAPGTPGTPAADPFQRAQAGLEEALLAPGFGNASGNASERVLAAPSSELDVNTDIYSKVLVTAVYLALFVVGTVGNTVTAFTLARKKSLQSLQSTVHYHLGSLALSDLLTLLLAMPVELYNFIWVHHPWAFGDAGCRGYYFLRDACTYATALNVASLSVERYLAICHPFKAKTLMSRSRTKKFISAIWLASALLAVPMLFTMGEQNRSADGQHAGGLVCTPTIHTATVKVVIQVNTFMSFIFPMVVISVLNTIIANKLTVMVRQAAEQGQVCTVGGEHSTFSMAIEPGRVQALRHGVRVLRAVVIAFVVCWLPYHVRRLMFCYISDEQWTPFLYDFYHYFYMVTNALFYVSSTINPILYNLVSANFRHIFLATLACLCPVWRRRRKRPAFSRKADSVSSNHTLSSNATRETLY
# T cell modulator – modulators of CD8 T cell-vesicle binding, primary screen, mouse 2C CD8+ T cells, flow cytometry. AID 2052, 2009. calls only at 7 µM. 2C CD8+ T cell-vesicle binding; hits give low values. 330,000 compounds, 0.068% hits;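 active = response, share of CD8 T cells binding vesicles, and their 90th percentile fluorescence all below set limits, cut at about 80% in these data, passing the limit was not always enough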
#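 Assay system: 2C TCR transgenic mouse naive CD8+ T cells, MACS-purified | Read-out: CD8+ gate FL2 mean fluorescence as % of same-row positive control | Signal: High-throughput flow cytometry with anti-B7-1 and anti-CD8 staining | Timing: Binding step 1.5 h, 37 °C, antibody labelling 20 min, ice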
# UTI89 phage lysis – inhibition of K1F phage lysis, E. coli UTI89, bacterial capsule biogenesis inhibitors, alamar blue (AID 488966); E. coli UTI89 K1F phage lysis, alamar blue, 2 h; higher % means a stronger effect; inhibition, % at 100 µM; hits with a dose series show IC50 in µM; 340,000 compounds, 0.02% hits;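 active = phage lysis inhibition, versus mean bacterial control, above a set limit; inconclusive = no clear call, values can overlap the other calls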;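 note: capsule biogenesis inhibitors block K1F phage lysis so surviving cells raise fluorescence; higher fluorescence means more inhibition of phage lysis; actives were called in the ten point dose series up to 300 µM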
# West Nile antiviral – West Nile virus antiviral activity, cell-based, CPE readout (AID 1621) | West Nile virus-infected cells, CPE inhibition; higher % means a stronger effect | CPE inhibition, % at 10 µM; hits with a dose series show IC50 in µM | 290,000 compounds, 0.02% hits; in the data active = a potency from the dose series; inconclusive = CPE inhibition mostly from about 3.7% at the one dose, without a potency; inactive = the rest, 99 in 100 with CPE inhibition below about 2.2%; note: strong numbers were not always called active
# T cell modulator vesicle-bound % – also measured in T cell modulator; calls as there; double positive events, %; measured here: CD8+ vesicle-bound cell fraction;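 binding gate set so that unloaded-vesicle control wells show 10% double positive cells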
# NTR1 agonist cell count 20 µM – second read-out of NTR1 agonist, no call of its own (marks repeat the call); cell count; measured here: cell count, cytotoxicity flag
# NS5 inhibitors pilot replicate – also measured in NS5 inhibitors; calls as there; inhibition, %; measured here: pilot screen replicate inhibition
# An asterisk follows results filed as active; i = inactive; ? = inconclusive; . = not tested or not shown; [ ] = dose if it differs, or a comment.
SMILES,RSV CPE inhibition,Large T inhibition,NS5 inhibitors,PhoP inhibition,MgcRacGAP inhibition,NTR1 agonist,NTR1 agonist cell count 20 µM,T cell modulator,T cell modulator vesicle-bound %,UTI89 phage lysis,West Nile antiviral,others
CCCCOc1ccc(C(=O)N2CCN(CC(=O)Nc3ccc(C)cc3)CC2)cc1OC,6.8%,3.9%,0.0%,-4.8%,6.1%,-0.4,64,i,32.9,-0.2%,-1.1%,
O=c1cc(N2CCc3ccccc32)[nH]c(=O)n1-c1ccccc1,1.2%,6.7%,0.7%,5.4%,7.4%,-0.2,56,.,.,-0.1%,-0.7%,
COCCNC(=O)CN(c1ccc(F)cc1)S(=O)(=O)c1ccc2c(c1)OCCO2,0.4%,-1.2%,0.9%,7.0%,2.1%,-1.0,56,i,12.0,0.5%,-0.5%,
Cc1ccc(-n2c(CCc3ccccc3)nnc2SCC(=O)NCc2ccccc2)cc1C,0.7%,1.6%,0.8%,2.6%,-2.5%,0.9,82,i,13.3,-0.7%,-0.7%,
CN(C)S(=O)(=O)c1ccc(C(=O)Nc2ccc(F)cc2F)cc1,0.7%,1.5%,2.1%,13.0%,9.4%,-2.5,44,i,47.1,0.2%,-0.1%,
O=C(Nc1nccs1)c1cc2c(s1)-c1ccccc1OC2,3.6%,1.3%,-7.7%,-10.9%,7.3%,0.1,98,i,30.8,0.7%,.,
Cc1ccc(S(=O)(=O)N2CCCC(N3CCOCC3)C2)cc1Cl (centres undefined),0.2%,3.8%,-5.4%,-0.2%,3.6%,2.3,61,i,56.5,1.5%,-0.5%,
O=C(CSc1nnnn1-c1ccc2c(c1)OCO2)NCc1cccs1,1.9%,1.7%,7.4%,11.3%,6.5%,-0.9,57,i,27.6,-0.8%[50 µM],0.3%,
Cc1ccc(OCCNCc2ccccc2)c(C)c1,-0.8%,11.3%,5.4%,0.2%,20.6%,0.8,58,i,61.3,-0.9%,-0.6%,
CC(C)(C)OC(=O)N[C@H]1C=C[C@H](OC(=O)CC(=O)OCC(F)(F)F)C1,.,.,-4.3%,.,8.5%,0.9,56,.,.,0.1%,.,NS5 inhibitors pilot replicate=2.4
CC(C)(C)NC(=O)C1CCC(CNc2c(N3CCCCC3)c(=O)c2=O)CC1 (centres undefined),0.7%,11.0%,-7.8%,-10.1%,2.3%,0.6,68,i,55.7,0.2%,0.5%,
CCOC(=O)N1CCC(n2c(SCC(=O)NCCc3ccc(S(N)(=O)=O)cc3)nc3ccccc3c2=O)CC1,0.7%,10.1%,-7.1%,-3.7%,12.5%,-1.1,56,i,49.9,-0.3%,0.6%,
CCOC(=O)C1(Cc2cccc(Cl)c2)CCCN(C(=O)CN2C(=O)CSC2=O)C1 (centres undefined),1.9%,7.0%,-7.8%,3.6%,6.2%,0.2,54,i,8.3,0.9%[50 µM],-1.4%,
O=C(Nc1cccc(F)c1)C1CCCN1C(=O)OCc1ccccc1 (centres undefined),0.8%,7.3%,-3.6%,12.9%,12.7%,1.1,72,i,37.5,0.3%,0.2%,
O=C(COC(=O)c1ccc(Cl)nc1)NCCNC(=O)COC(=O)c1ccc(Cl)nc1,-1.7%,14.5%,-2.2%,4.5%,3.5%,1.6,66,i,34.7,1.3%[50 µM],.,
COc1ccc(-c2c(C)n([O-])c(C)c(C)[n+]2=O)cc1,0.6%,1.7%,.,-0.2%,17.9%,0.7,47,i,0.8,0.7%,-0.1%,
O=C(Nc1ccc(F)cc1F)c1csc(-c2ccncc2)n1,-0.9%,-3.4%,-3.7%,2.3%,2.1%,-0.4,71,i,36.9,-0.2%,-0.1%,
COCCNC(=O)C(=O)NCCN1CCNCC1,1.2%,21.9%,-1.6%,1.9%,2.4%,-0.4,42,i,7.6,0.3%,0.2%,
COc1cc([N+](=O)[O-])ccc1NC(=O)CC(C)C,1.7%,2.9%,-1.9%,4.2%,8.0%,4.8,30,i,3.2,1.8%[50 µM],0.0%,
CCOc1[nH]n(-c2ccccc2)c(=O)c1C=Nc1ccc(Cl)cc1,2.5%,1.4%,-4.7%,-7.0%,-0.7%,0.6,66,i,34.4,-0.1%,-0.7%,
COc1ccc(OC)c(C(=O)c2coc3ccc(OC(C)=O)cc23)c1,5.6%,23.6%,4.5%,-1.1%,-0.9%,0.2,73,i,58.3,0.5%,-0.1%,
CC(=O)Nc1ccc(S(=O)(=O)N2CCN(Cc3ccccc3[N+](=O)[O-])CC2)cc1,7.7%,45.2%,2.8%,3.5%,10.4%,-1.1,106,i,22.3,-0.1%,-0.8%,
C=CCSc1nc(N)c2c(C)c(C)sc2n1,1.3%,23.2%,-1.0%,19.6%,8.6%,0.0,60,i,41.4,1.2%,1.2%,
CCCNC(=O)c1ccc(-c2nc3ccccc3s2)s1,5.8%,1.0%,26.7%,-0.8%,9.9%,3.0,62,i,28.7,0.2%,.,
CC(Oc1ccccc1)C(=O)N1CCN(c2ccc(N3CCOCC3)nn2)CC1 (centres undefined),0.9%,21.5%,0.7%,-3.8%,2.7%,-1.1,59,i,60.7,1.2%[50 µM],.,

# Random excerpt: 4 compounds from above
SMILES,RSV CPE inhibition,Large T inhibition,NS5 inhibitors,PhoP inhibition,MgcRacGAP inhibition,NTR1 agonist,NTR1 agonist cell count 20 µM,T cell modulator,T cell modulator vesicle-bound %,UTI89 phage lysis,West Nile antiviral,others
COCCNC(=O)CN(c1ccc(F)cc1)S(=O)(=O)c1ccc2c(c1)OCCO2,0.4%,-1.2%,0.9%,7.0%,2.1%,-1.0,56,i,12.0,0.5%,-0.5%,
O=C(Nc1nccs1)c1cc2c(s1)-c1ccccc1OC2,3.6%,1.3%,-7.7%,-10.9%,7.3%,0.1,98,i,30.8,0.7%,.,
CCOC(=O)C1(Cc2cccc(Cl)c2)CCCN(C(=O)CN2C(=O)CSC2=O)C1 (centres undefined),1.9%,7.0%,-7.8%,3.6%,6.2%,0.2,54,i,8.3,0.9%[50 µM],-1.4%,
CCCCOc1ccc(C(=O)N2CCN(CC(=O)Nc3ccc(C)cc3)CC2)cc1OC,6.8%,3.9%,0.0%,-4.8%,6.1%,-0.4,64,i,32.9,-0.2%,-1.1%,

# Carrying on:
SMILES,RSV CPE inhibition,Large T inhibition,NS5 inhibitors,PhoP inhibition,MgcRacGAP inhibition,NTR1 agonist,NTR1 agonist cell count 20 µM,T cell modulator,T cell modulator vesicle-bound %,UTI89 phage lysis,West Nile antiviral,others
COc1ccc(OC)c(NC(=O)c2nnn(CCc3ccccc3)c2N)c1,0.7%,-1.6%,1.4%,3.8%,0.6%,3.1,46,i,66.2,-2.2%,0.1%,
CN(CCN1CCc2ccccc2C1)Cc1nc(-c2ccc3c(c2)OCO3)no1,1.7%,4.2%,-1.5%,-4.7%,7.8%,-0.9,45,i,25.1,0.4%,-0.7%,
Cc1cc(C)c(S(=O)(=O)N2CCOCC2)cc1NS(=O)(=O)c1cc(OCC(N)=O)c(C)cc1Cl,3.7%,13.8%,-6.3%,6.7%,3.3%,0.6,53,i,8.4,0.0%,0.0%,
CCOc1ncccc1C(=O)OCC(=O)Nc1ncc(C(F)(F)F)cc1Cl,1.9%,1.4%,-7.4%,-7.3%,7.5%,1.4,50,i,18.0,0.3%,0.4%,
COc1ccc(S(=O)(=O)Nc2cc3c4c(c2)CCN4C(=O)CC3)cc1C,0.7%,8.0%,-1.4%,-3.1%,0.5%,0.0,58,i,43.0,0.9%[50 µM],.,
O=c1c2c3nc4ccccc4nc3n(/N=C/c3ccncc3)c2ncn1-c1ccccc1,.,9.8%,.,-4.8%,.,5.9,53,i,44.6,.,0.0%,
COCCNC(=O)c1ccccc1NC(=O)C1COc2ccccc2O1 (centres undefined),0.8%,3.1%,-1.6%,-3.0%,6.7%,0.3,89,i,21.6,0.5%,0.1%,
O=C(c1ccccc1)c1cn[nH]c1-c1ccccc1O,5.8%,4.9%,-2.8%,-1.0%,12.7%,0.7,59,i,51.1,0.2%,0.4%,
CCn1c(SCc2nc3ccccc3c(=O)[nH]2)nnc1-c1cccnc1,0.6%,5.5%,-2.0%,-8.8%,6.0%,0.3,75,.,.,0.1%,0.6%,
CCO/C=N/Nc1nc(C(F)(F)F)nc2c1cnn2Cc1ccccc1,?,4.5%,4.2%,-0.9%,9.1%,20.2,80,i,20.2,0.1%,-1.3%,
CN(CC(=O)Nc1ccccc1Br)C(=O)c1ccc(COc2ccccc2)cc1,18.1%,13.4%,0.3%,1.6%,6.9%,2.3,59,i,20.7,-0.1%,-0.5%,
CC1=CC(C)(C)N(C(=O)CCl)c2cc(C)ccc21,4.4%,13.2%,5.6%,2.9%,2.5%,5.0,41,i,36.5,0.2%,0.1%,
Cc1ccnc2nc(C(=O)Nc3ccc(N4CCOCC4)cc3)nn12,0.4%,7.6%,-2.8%,-0.5%,3.1%,-0.3,66,i,11.4,0.0%,0.1%,
Cc1ccc(NC(=O)c2c(C)nc(Nc3nc4ccccc4o3)nc2C)cc1,2.9%,16.9%,0.0%,-2.4%,4.7%,-3.2,68,i,11.8,0.1%,-0.7%,
CCOC(=O)C1(CC)NC(c2ccc(OC)c(OC)c2)C2C(=O)N(c3cccc(C(C)=O)c3)C(=O)C21 (centres undefined),1.4%,3.8%,0.8%,1.1%,4.3%,0.8,54,i,55.1,0.3%,-0.8%,
CCOC(=O)C1CCN(C(=O)C2(NC(=O)Nc3ccc(F)cc3F)CCCCC2)CC1,3.8%,7.7%,2.2%,-3.7%,10.6%,2.6,40,i,15.0,-1.2%,-0.7%,
O=C1Nc2ccccc2N=C(c2ccccc2)c2ccccc21,-0.4%,8.5%,.,-7.3%,.,0.5,53,i,19.1,.,-0.7%,
COc1ccccc1CNC(=O)c1c(N)n(CCCN2CCOCC2)c2nc3ccccc3nc12,.,3.5%,-3.4%,5.3%,-1.3%,.,.,.,.,1.7%,.,
COc1ccc([C@@H]2[C@@H]3C(=O)N(C(C)(C)C)C(=O)[C@@H]3[C@]3(Cc4ccccc4)C(=O)N(c4cccc(C)c4)C(=O)N23)cc1,0.9%,6.5%,-3.9%,4.6%,8.1%,2.3,84,i,50.7,1.3%,.,
